Bioassay records deposited in PubChem by NCI.
Growth percent in the NCI-60 one-dose screen (48 h, 10 µM unless noted): 100 = growth as untreated, 0 = no growth, -100 = all killed.
NCI-H522: NCI-H522 lung cancer | 78,000 tested, 8% active
NCI-H322M: NCI-H322M lung cancer | 80,000 tested, 2.7% active | AID 1794733
SK-OV-3: SK-OV-3 ovarian cancer cells | AID 1794785 | 80,000 tested, 3.2% active
NCI-H460: NCI-H460 lung cancer; 82,000 tested, 6.8% active; AID 1794736
NCI-H226: NCI-H226 lung cancer; 79,000 tested, 3.5% active
IGROV1: IGROV1 ovarian cancer; 79,000 tested, 4.7% active
OVCAR-4: OVCAR-4 ovarian cancer cells; AID 1794784; 80,000 tested, 3.7% active
NCI/ADR-RES: NCI/ADR-RES ovarian cells | 81,000 tested, 4.4% active
NCI-H23: NCI-H23 lung cancer. 80,000 tested, 4% active. AID 1794731
Numbers without * were called inactive; / = not tested or not shown; & = joins results of further samples. The calls were made as follows: active = growth percent below 10; inactive = the rest. Hits appear at their usual frequency; 11% or so of the library scored in one or more.

Sample of the layout, 6 compounds:
canonical_smiles,NCI-H23,NCI-H522,OVCAR-4,NCI-H226,IGROV1,NCI-H460,NCI-H322M,NCI/ADR-RES,SK-OV-3
Cc1nn(-c2ccc([N+](=O)[O-])cc2)c(C)c1N=Nc1ccccc1,94,79,100,89,97,99,98,98,81
Clc1ccc(C=C2c3ccccc3-c3ccccc32)cc1,/,97,103,103,87,102,96,113,102
Cc1nn(-c2ccccc2)c(N2CCCCC2)c1-c1nc2ccc(C(=O)NN)cc2[nH]1,99,85,104,95,104,103,105,107,115
Cc1cc(C)c2c(c1)N1OC(C2)C[C@H]1/C=C/c1ccccc1 (stereo partly specified),89,85,82,78,82,112,81,96,116
CC(=O)C1N=NCC1c1ccccc1 (stereo unspecified),106,88,106,98,/,99,/,104,103
O=c1c(S(=O)(=O)c2ccccc2)cc2c(n1Cc1ccccc1)-c1cnn(-c3ccc(Cl)cc3)c1CC2,/,74,67,65,86,87,/,76,86

Main list (from the top)
canonical_smiles,NCI-H23,NCI-H522,OVCAR-4,NCI-H226,IGROV1,NCI-H460,NCI-H322M,NCI/ADR-RES,SK-OV-3
Cc1nn(-c2ccc([N+](=O)[O-])cc2)c(C)c1N=Nc1ccccc1,94,79,100,89,97,99,98,98,81
Clc1ccc(C=C2c3ccccc3-c3ccccc32)cc1,/,97,103,103,87,102,96,113,102
Cc1nn(-c2ccccc2)c(N2CCCCC2)c1-c1nc2ccc(C(=O)NN)cc2[nH]1,99,85,104,95,104,103,105,107,115
Cc1cc(C)c2c(c1)N1OC(C2)C[C@H]1/C=C/c1ccccc1 (stereo partly specified),89,85,82,78,82,112,81,96,116
CC(=O)C1N=NCC1c1ccccc1 (stereo unspecified),106,88,106,98,/,99,/,104,103
O=c1c(S(=O)(=O)c2ccccc2)cc2c(n1Cc1ccccc1)-c1cnn(-c3ccc(Cl)cc3)c1CC2,/,74,67,65,86,87,/,76,86
O=C(Nc1ccc(F)cc1)Nc1ccc2c(ccn2C(=O)c2cccc(F)c2)c1,96,92,94,95,100,99,88,94,103
Nc1nc(CO)c(CCCCc2ccccc2)c(=O)[nH]1,107,102,98,91,109,111,98,110,102

(next part)
canonical_smiles,NCI-H23,NCI-H522,OVCAR-4,NCI-H226,IGROV1,NCI-H460,NCI-H322M,NCI/ADR-RES,SK-OV-3
COCCNC(=O)Cc1cc(-c2ccc(Cl)cc2)n(-c2ccccc2)c1C,74,59,67,90,89,94,95,86,95
Cc1ccc(NCC(=O)O)cc1,100,90,102,99,99,109,106,105,109
Oc1ccccc1N=Cc1ccccc1Cl,84,73,100,91,110,106,100,95,100
O=CNc1ccc(I)cc1,98,100,110,97,97,109,95,102,100
CCCCCCCCCCCCNC(=S)N/N=C/c1ccccc1Cl,96,93,97,98,106,101,99,103,105
Cc1c[n+]([O-])ccc1[N+](=O)[O-],107&101,99,103&90,103&107,111&113,101&110,99&116,106&103,101&110
C=C(C)[C@@H]1CC[C@]2(C(=O)N3CCN(C)CC3)CC[C@]3(C)[C@H](CC[C@@H]4[C@@]5(C)CC(CCCNC(C)=O)(CCCNC(C)=O)[C@H](OC(C)=O)C(C)(C)[C@@H]5CC[C@]43C)[C@@H]12,98,96,111,99,102,100,105,99,102
C/C(=N\NC(=O)CSc1nc2ccccc2c(=O)n1CCc1ccc(S(N)(=O)=O)cc1)c1ccc(Br)cc1,60,62,71,95,100,31,97,79,96

Next part:
canonical_smiles,NCI-H23,NCI-H522,OVCAR-4,NCI-H226,IGROV1,NCI-H460,NCI-H322M,NCI/ADR-RES,SK-OV-3
CN(C)CCc1c[nH]c2ccc(CS(=O)(=O)N3CCCC3)cc12,101,110,105,93,109,103,95,102,110
Cc1cc(=NO)cc(C)n1O,109,120,106,114,114,107,94,114,104
COc1cc(NC(=O)c2cc3ccccc3nc2Nc2cc(OC)c(OC)c(OC)c2)cc(OC)c1OC,79,66,77,58,86,86,87,62,99
COc1ccc2c(-c3nnc(N)s3)cc(=O)oc2c1,95,97,91,97,97,100,102,97,102
COC1=C(Nc2ccccc2C)C(=O)C(OC)=C(Nc2ccccc2C)C1=O,107,67,95,99,89,105,111,98,90
Cc1ccc(/C=C(/C(=O)c2ccccc2)c2ccccc2)cc1,95,77,91,99,93,101,84,94,113
CCOC(=O)c1nn(C2CCCCO2)c2ccc(NC(=O)Cc3ccccc3)cc12 (stereo unspecified),99,89,98,92,92,100,87,94,/
Cc1ccc(CO)cc1C,91,91,114,93,106,104,101,99,96

Additional results.
canonical_smiles,NCI-H23,NCI-H522,OVCAR-4,NCI-H226,IGROV1,NCI-H460,NCI-H322M,NCI/ADR-RES,SK-OV-3
Nc1nc(N)c(N=Nc2ccccc2)c(-c2ccccc2)n1,65,49,66,55,15,49,70,75,51
NN1c2nc3c(cnn3-c3ccccc3)c(=O)n2NC1c1ccccc1O (stereo unspecified),85,93,104,96,70,88,98,94,91
CCCOC(=O)CCCCCC1CCCCC1,99,99,114,104,103,109,95,100,100
COc1ccc(/C=C\C(=O)OCC2CCCCC2)cc1,87,80,99,97,102,107,97,97,90
COc1cc(C(=O)/C=C/c2c(-c3cccs3)nc3sccn23)cc(OC)c1OC,/,-13*,-2.2*,26,5.6*,-28*,8.1*,-30*,-2.5*
NC(=S)c1ccccn1,85,90,97,74,82,94,89,97,103
COC(=O)/C=C1\Sc2nnc(CSC(SCc3nnc4n3NC(=O)/C(=C/C(=O)OC)S4)c3ccccc3)n2NC1=O (stereo unspecified),103,94,103,98,/,110,111,108,103
CSc1ncc(Br)c(SC)n1,98,91,114,104,114,110,105,106,105

Continuation:
canonical_smiles,NCI-H23,NCI-H522,OVCAR-4,NCI-H226,IGROV1,NCI-H460,NCI-H322M,NCI/ADR-RES,SK-OV-3
CCOC(=O)c1ccc(O)cc1,99,92&92,114,97&105,108&114,118&109,102&119,103&106,94&115
C[C@]12CCC3c4ccc(O)cc4CCC3C1C[C@@H](O)[C@@H]2O (stereo partly specified),105,90,108,102,109,111,100,107,124
O=Cc1ccc(-n2cc(Cc3ccccc3Cc3cn(-c4ccc(C=O)cc4)nn3)nn2)cc1,93,94,102,97,93,107,100,100,103
Nc1nc(-c2cccc(Cl)c2)nn1-c1nc2ccccc2s1,95,/,96,/,82,97,87,104,/
Nc1ccc(F)c(Cl)c1F,103,108,112,91,116,101,110,105,113
O=C(O)/C=C\C(=O)Nc1cccc(Cl)c1,106,83,/,108,118,101,115,123,110
CC(C)C1=CC[C@H]2C(=C1)CC[C@@H]1[C@]2(C)CCC[C@@]1(C)C(=O)O,105,97,91,102,107,95,98,112,102
CC(C)(c1ccc(OCC(O)CN2CCOCC2)cc1)c1ccc(OCC(O)CN2CCOCC2)cc1 (stereo unspecified),89,89,106,83,98,108,108,93,104

(further entries)
canonical_smiles,NCI-H23,NCI-H522,OVCAR-4,NCI-H226,IGROV1,NCI-H460,NCI-H322M,NCI/ADR-RES,SK-OV-3
c1ccc2c(-c3cc(-c4cc(-c5cccc6ccccc56)on4)no3)cccc2c1,95,100,114,98,111,133,104,100,111
COc1cc(Br)cc2c1OC1(CCN(C)CC1)N1N=C(c3ccc(F)cc3)CC21 (stereo unspecified),85,92,89,92,77,100,95,94,100
CCCCCCCCCC#N,107,93,84,/,100,100,89,106,110
Cc1nc2ccccc2n1CC1SC(=N)NC1=O (stereo unspecified),94,90,104,93,104,102,98,100,98
Cc1[nH]c(-c2ccc(F)cc2)cc1C(=O)NC1CCN(Cc2ccccc2)CC1,100,99,97,103,111,100,103,101,114
CCOC(=O)c1cc(C(=O)c2ccc(Br)cc2)n2ccc(-c3ccccn3)cc12,100,99,/,97,98,101,102,106,101
C/C(=N\NC(=S)Nc1ccccc1)c1sc(Nc2cccc(C)c2)nc1C,96,89,102,94,103,103,101,104,114
O=C(OC(CO)C(=O)NC12CC3CC(CC(C3)C1)C2)c1ccc(Cl)cc1 (stereo unspecified),105,99,101,92,109,107,102,107,107

Some of the entries so far, field by field:
Molecule: CCCCCCCCCC#N
- NCI-H23: 107
- NCI-H522: 93
- OVCAR-4: 84
- NCI-H226: /
- IGROV1: 100
- NCI-H460: 100
- NCI-H322M: 89
- NCI/ADR-RES: 106
- SK-OV-3: 110

Molecule: Cc1nc2ccccc2n1CC1SC(=N)NC1=O (stereo unspecified)
- NCI-H23: 94
- NCI-H522: 90
- OVCAR-4: 104
- NCI-H226: 93
- IGROV1: 104
- NCI-H460: 102
- NCI-H322M: 98
- NCI/ADR-RES: 100
- SK-OV-3: 98

Molecule: c1ccc2c(-c3cc(-c4cc(-c5cccc6ccccc56)on4)no3)cccc2c1
- NCI-H23: 95
- NCI-H522: 100
- OVCAR-4: 114
- NCI-H226: 98
- IGROV1: 111
- NCI-H460: 133
- NCI-H322M: 104
- NCI/ADR-RES: 100
- SK-OV-3: 111

Continuation.
canonical_smiles,NCI-H23,NCI-H522,OVCAR-4,NCI-H226,IGROV1,NCI-H460,NCI-H322M,NCI/ADR-RES,SK-OV-3
C/C(=N\NC(=O)Cn1c(-c2ccc(S(C)(=O)=O)cc2)nc2cc(Cl)ccc21)c1ccccc1,82,84,64,83,64,96,76,93,91
O=C(/C=C/c1sc(Cl)nc1Cl)c1ccc2c(c1)OCO2,86,89,90,80,85,98,97,96,93
Cc1[nH]c(=O)[nH]c(=O)c1/C=C/C(=O)O,105,/,101,101,106,103,91,110,99
N#Cc1c(NCc2ccccc2I)sc2c1CCCCC2,87,87,90,87,72,97,90,90,98
O=C(Cc1ccc(/C=C/C(=O)c2ccccc2O)cc1)Nc1ccccc1,85,67,82,97,/,96,87,94,89
O=C1C=CC(=O)C(SCC(O)CO)=C1 (stereo unspecified),112,/,104,108,102,110,115,109,100
CC(Nc1ccc([N+](=O)[O-])cc1[N+](=O)[O-])c1ccccc1 (stereo unspecified),89,80,89,118,100,109,107,84,90
CCC1=C[C@@H]2C[C@]3(C(=O)OC)c4[nH]c5ccccc5c4CC[N@+](CC(=O)Nc4cc5c(cc4OC)N(C)[C@H]4[C@@](O)(C(=O)OC)[C@H](OC(C)=O)[C@]6(CC)C=CCN7CC[C@]54[C@@H]76)(C2)[C@H]13,104,92,104,99,104,109,102,106,105
CCOC(=O)COc1ccc(Cl)cc1C,100,77,105,91,104,104,96,104,94
O=C(CCCCC(=O)OCC1COCO1)OCC1COCO1 (stereo unspecified),100,94,105,/,92,109,134,102,112
O=[N+]([O-])c1ccc(N=Nc2c(S(=O)(=O)O)cc3cc(S(=O)(=O)O)cc(O)c3c2O)cc1,108,143,123,115,102,/,101,105,108

Among those listed so far, these have a cyano group.
canonical_smiles,NCI-H23,NCI-H522,OVCAR-4,NCI-H226,IGROV1,NCI-H460,NCI-H322M,NCI/ADR-RES,SK-OV-3
CCCCCCCCCC#N,107,93,84,/,100,100,89,106,110
N#Cc1c(NCc2ccccc2I)sc2c1CCCCC2,87,87,90,87,72,97,90,90,98
